Bioassay records as filed in PubChem BioAssay.
AMA1-RON2 inh = AMA1-RON2 (P. falciparum) interaction inhibition. AID 720542. hit rate 0.2% among 360,000. Potency, µM (titrated, usually from 58.2 µM), for inactives: top-dose activity change, negative = inhibition, hits mostly inhibitors. AlphaScreen AMA1-biotinylated RON2 peptide binding;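 note: potency is the fitted concentration of half-maximal effect; 0% = vehicle wells and -100% = peptide control; nearly all actives have a fitted effect of over 45% in size; some results filed as inactive show a strong effect at the top dose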
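AMA1 (3D7) with his tag at 25 nM final met compounds first, then biotinylated RON2 peptide at 25 nM; detection used donor plus acceptor beads, 10 µg/mL apiece, read by AlphaScreen after 30 min at room temperature.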
Cycloheximide cs = counter-screen hit for Shiga toxin inhibitors, cycloheximide; cell reporter, cycloheximide protein synthesis inhibition counterscreen; max response, %; hit rate 12% among 300,000; AID 2314; in the data active = max response mostly above about 13%, no sharp cut-off; inactive = mostly below about 14%; note: read at 38.3 µM for the half of the compounds with a filed dose; 0% is about no effect
LmPK inh = blocks Leishmania mexicana pyruvate kinase activity; Q27686; purified LmPK, Kinase-Glo ATP luminescence, 1 h; Potency, µM (top dose mostly 57.5 µM), for inactives: at the top dose activity change, negative = inhibition, most hits filed as inhibitors; hit rate 0.37% among 290,000; AID 1721; note: potency is the fitted concentration of half-maximal effect; % is set by controls: 0 for no effect and ±100 for the full control effect
Target sequence (Q27686 whole entry, looked up): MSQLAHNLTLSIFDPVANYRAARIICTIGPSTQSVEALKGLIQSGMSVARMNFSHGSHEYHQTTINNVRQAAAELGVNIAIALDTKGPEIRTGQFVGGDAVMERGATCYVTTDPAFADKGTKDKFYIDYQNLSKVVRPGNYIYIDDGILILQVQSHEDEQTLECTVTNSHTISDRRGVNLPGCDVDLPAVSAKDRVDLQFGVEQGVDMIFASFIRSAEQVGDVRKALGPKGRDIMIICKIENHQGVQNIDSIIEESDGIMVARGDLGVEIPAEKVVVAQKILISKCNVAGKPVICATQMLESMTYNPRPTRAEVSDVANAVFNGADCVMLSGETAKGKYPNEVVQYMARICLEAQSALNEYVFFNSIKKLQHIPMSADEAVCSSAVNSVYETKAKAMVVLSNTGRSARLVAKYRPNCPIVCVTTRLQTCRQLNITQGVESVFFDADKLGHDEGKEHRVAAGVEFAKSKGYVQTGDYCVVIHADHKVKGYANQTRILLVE
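qHTS format; LmPK 0.1 nM; substrates PEP 0.5 mM and ADP 0.1 mM. One-hour room-temperature incubation, then coupled luciferase luminescence; 0.5 nM enzyme wells mark activation.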
Shiga inhibitor = inhibitors of Shiga toxin in Vero cells. hit rate 9.2% among 290,000. Vero cells, Shiga toxin protein synthesis inhibition reporter. inhibition, % at 38.7 µM. AID 2315; in the data active = inhibition mostly above about 28%, no sharp cut-off; inactive = mostly below about 43%; note: 0% is about no effect
Pf growth 96h = inhibits malaria parasite growth, 96 h; hit rate 6.9% among 320,000; P. falciparum luciferase reporter growth, 96 h; Potency, µM (doses to about 28.7 µM), inactives show at the highest dose activity change, negative = inhibition, usual class: inhibitors; note: potency is the fitted concentration of half-maximal effect; % is set by controls: 0 for no effect and ±100 for the full control effect
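Parasite growth measured via integrated firefly luciferase reporter in P. falciparum. Infected erythrocytes at 2% hematocrit, 0.05% parasitemia final were treated 96 hours at 37 C under 5% CO2, and luminescence was read.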
Pf growth 48h = inhibits P. falciparum growth in the first generation, 48 h; P. falciparum luciferase growth in erythrocytes, 48 h; Potency, µM (top dose mostly 28.7 µM), inactives show at the highest dose activity change, negative = inhibition, hits mostly inhibitors; hit rate 5.9% among 310,000; note: potency is the fitted concentration of half-maximal effect; % is set by controls: 0 for no effect and ±100 for the full control effect
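Luminescence readout; reporter = integrated firefly luciferase in P. falciparum. RBC culture at 2% hematocrit, 0.1% parasitemia final, 37 C/5% CO2; decreased signal taken as growth inhibition.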
Tb PYK inh = T. brucei pyruvate kinase inhibition. Q57TT1. TbPYK enzyme, Kinase-Glo Plus ATP luminescence, 45 min. Potency, µM (titrated, usually from 76.8 µM), without a hit: at the highest dose activity, negative = inhibition, most hits filed as inhibitors. hit rate 0.12% among 410,000. AID 624173; note: potency is the fitted concentration of half-maximal effect; % is set by controls: 0 for no effect and ±100 for the full control effect; nearly all actives have a fitted effect of over 50% in size
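Glycolytic pyruvate kinase of T. brucei was incubated with substrate, test compound and 130 uM ADP for 45 minutes at room temperature. Luminescent Kinase-Glo Plus signal was measured after 10 minutes.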
Active calls of the source: *; ? = inconclusive; / = not tested or not shown; & = joins results of further samples; [ ] = remark or other dose. Unless noted, calls come from the whole dose curve; as a rule, active = well fitted curve in the direction sought with a large enough effect; inconclusive = small, poorly fitted or top-dose-only effect, or another doubt; inactive = no such curve, though single readings can be large; an effect the other way counts as inactive or inconclusive.

SMILES	AMA1-RON2 inh	Cycloheximide cs	LmPK inh	Shiga inhibitor	Pf growth 96h	Pf growth 48h	Tb PYK inh
O=S(Cc1ccc(Br)cc1)Cc1nnc(SCc2ccc(Cl)cc2)n1-c1ccccc1 (centres undefined)	-11%	22	7%	73	?	?	-1%
CCc1cc(=O)oc2cc(OCC(=O)NCCCn3ccnc3)ccc12	24%	-5	8%	-5	3%	11%	4%
O=C(NNc1nc2cc3c(cc2s1)OCCO3)c1ccc(F)cc1	82%[activator]	33*	-2%	46	6%	31%[activator]	-18%
COC(=O)CSc1cc(C(F)(F)F)nc(-c2ccccn2)n1	2%	-2	1%	-6	11%	14%	/
COc1ccc(OC)c(S(=O)(=O)NCC(c2ccco2)N2CCc3ccccc3C2)c1 (centres undefined)	-26%	/	/	/	?	?	5%
COc1ccc(CCN2C(=O)c3[nH]nc(-c4ccccc4O)c3C2c2ccccc2)cc1OC (centres undefined)	24%	-3	0%	57	8.3µM*	9.3µM*	1%
CC(=O)Nc1ncnc2c1c(-c1ccc(Cl)cc1)nn2C(C)(C)C	3%	-1	-1%	-31	?	?	1%
O=C(CCc1nnc2ccc(N3CCOCC3)nn12)Nc1ccc(F)cc1F	3%	11	0%	-3	?	11%	-11%
O=C(OCC(=O)N1CCOCC1)c1cccc(S(=O)(=O)N2CCCc3ccccc32)c1	-8%	7	1%	9	-15%	-10%	3%
COc1cccc(CN(C)C(=O)CCN(c2ccccc2)S(=O)(=O)c2ccc(C)cc2)c1OC	7%	/	/	/	?	?	2%
CCC(=O)Nc1cccc(NC(=O)CN2CCN(c3ccccc3OC)CC2)c1	-3%	13	-3%	-1	7%	-13%	-4%
CC1CN(C(=O)c2ccc(Cl)c(S(=O)(=O)NCc3ccco3)c2)CC(C)O1 (centres undefined)	5%	/	/	/	-16%	-22%	15%
COc1ccc(NCC(=O)N/N=C2\CCCC(C)C2)cc1 (centres undefined)	55%[activator]	0	2%	4	22%	-17%	-1%
COCC(C)NCC(=O)NC(C)CCc1ccccc1 (centres undefined)	-28%	1	-3%	-5	7%	-6%	3%
O=S(=O)(Nc1ccc(-c2cn3ccsc3n2)cc1)c1ccc2c(c1)OCCO2	-27%	12	2%	69*	134%[activator]	29%	-13%
CC(C)n1nnnc1SCC(=O)Nc1cccc(F)c1	-3%	10	3%	29	-3%	21%	3%
COc1ccc2c(c1)CCc1c(C(=O)Nc3c(C)nn(Cc4ccccc4)c3C)noc1-2	-13%	-3	9%	-11	228%[activator]	/	-3%&0%
COc1ccc(CN2CCNC(=O)C2CC(=O)NCCCn2nnc3ccccc32)cc1C (centres undefined)	0%	-3	-11%	18	23%	-7%	3%
Cc1ccc(Cn2ncc3c(N4CCN(CCc5ccccc5)CC4)ncnc32)cc1	-22%	-2	-1%	-3	?	6.6µM*	0%
CC(C)CC(=O)NC(Nc1ccc([N+](=O)[O-])cc1)C(Cl)(Cl)Cl (centres undefined)	-6%	-1	2%	-2	?	?	-8%
COc1ccc(NC(=O)COc2coc(CN3c4ccccc4CC3C)cc2=O)cc1 (centres undefined)	0%	/	/	/	8.3µM*	?	0%
Cc1ccc(S(=O)(=O)N2CCCCC2)cc1NC(=O)CN1CC=C(c2ccccc2)CC1	2%	-4	2%	-6	10µM*	?	-4%
COC(=O)c1ccc2c(=O)n(Cc3ccc(C(=O)NCCCN4CCC(C)CC4)cc3)c(=S)[nH]c2c1	72%[activator]	11	-9%	25	?	?	?
O=C(CCCN1CCOC(c2ccccc2)C1)c1ccc(F)cc1 (centres undefined)	-4%	-2	1%	7	-22%	7%	3%
CCc1nnc(NC(=O)CCC(=O)N2CCN(S(=O)(=O)c3cc(Cl)ccc3OC)CC2)s1	1%	-2	-3%	-4	?	?	-4%

Whole records, looked up by structure:
`CCC(=O)Nc1cccc(NC(=O)CN2CCN(c3ccccc3OC)CC2)c1` reads AMA1-RON2 inh = -3%; Cycloheximide cs = 13; LmPK inh = -3%; Shiga inhibitor = -1; Pf growth 96h = 7%; Pf growth 48h = -13%; Tb PYK inh = -4%
`COc1ccc2c(c1)CCc1c(C(=O)Nc3c(C)nn(Cc4ccccc4)c3C)noc1-2` reads AMA1-RON2 inh = -13%; Cycloheximide cs = -3; LmPK inh = 9%; Shiga inhibitor = -11; Pf growth 96h = 228%[activator]; Pf growth 48h = /; Tb PYK inh = -3%&0%
`Cc1ccc(Cn2ncc3c(N4CCN(CCc5ccccc5)CC4)ncnc32)cc1` reads AMA1-RON2 inh = -22%; Cycloheximide cs = -2; LmPK inh = -1%; Shiga inhibitor = -3; Pf growth 96h = ?; Pf growth 48h = 6.6µM*; Tb PYK inh = 0%

Following part.
SMILES	AMA1-RON2 inh	Cycloheximide cs	LmPK inh	Shiga inhibitor	Pf growth 96h	Pf growth 48h	Tb PYK inh
CCCS(=O)(=O)N1CCN(Cc2c[nH]c3ccccc23)CC1	-13%	-3	0%	-3	5%	13%	-3%
Cc1cc(C)c(C(=O)OCC(=O)Nc2cccc(S(=O)(=O)N3CCCCC3)c2)c(C)c1	1%	/	/	/	?	?	-10%
O=C(NCc1cccc(Cl)c1)c1cccnc1	0%	5	1%	-22	52%[activator]	?	3%
O=C(C1=C[C@H](c2coc3ccccc3c2=O)C[C@H](OCc2ccc(CO)cc2)O1)N1CCN(Cc2ccc3c(c2)OCO3)CC1	0%	-2	7%	-4	1.3µM*	1.5µM*	2%
O=C(NN1C(=O)C2C3C=CC(C4CC34)C2C1=O)c1cccc(Cl)c1 (centres undefined)	-10%	48*	1%	132*	?	-4%	-6%
CC(C)CCNc1nc(N)c([N+](=O)[O-])c(NCCO)n1	-8%	-2	-2%	-2	?	?	1%
O=C(Nn1c(C2CCCCC2)nc2ccccc2c1=O)c1ccc([N+](=O)[O-])cc1Cl	-5%	-2	2%	-2	7%	2%	3%
COc1cc(/C=N/NC(=O)Cc2csc(N3CCOCC3)n2)cc(OC)c1O	-5%	4	-1%	8	2%	49%[activator]	0%
O=C(CCOc1ccccc1)Nc1ccc([N+](=O)[O-])cc1	?	23	-1%	37*	0%	-15%	0%
CCNc1nc(NC(C)C)nc(SCCOC(=O)c2ccccc2)n1	-25%	-3	2%	-10	3%	-12%	0%
Cc1cc(C)c2c(N)c(C(=O)NC3CCCC3)sc2n1	16%	20*	0%	70*	6%	15%	-28%
Cc1ccc(S(=O)(=O)Nc2c(C)nn(C)c2C)c(C)c1	24%	/	/	/	0%	?	-9%
CN(CC(=O)NCCc1ccccn1)S(=O)(=O)c1ccc(Cl)cc1	-4%	4	-1%	0	10%	22%	5%
O=C1NCC2=C1C(c1ccccc1)Nc1ccccc1N2 (centres undefined)	19%	29	23%	60	109%[activator]	17%	1%
O=C(Nc1ncc(Cc2ccccc2Cl)s1)c1ccc([N+](=O)[O-])cc1	29%	-1	0%	-7	?	0%	-3%
COCCn1nnnc1C(c1ccc(OC)cc1)N1CCC(C)CC1 (centres undefined)	1%	-6	1%	-19	7%	-5%	1%
Cc1csc(SCC(=O)NCCc2ccc(Cl)cc2)n1	13%[11.6 µM]	-1	2%	-4	-23%	3%	0%
COc1ccc(N2CCN(C(=O)COC(=O)c3cnccn3)CC2)cc1	-3%	/	/	/	3%	-3%	5%
CC(=O)c1ccc(OCc2cc(C(=O)NC(C)CCn3cccn3)no2)cc1 (centres undefined)	-13%	66*	-7%	111*	15%	-28%	-4%
CCn1c(SCc2ccccc2)nnc1C1CCN(S(=O)(=O)c2ccc(OC)cc2)CC1	-28%	7	0%	-1	?	?	0%
CC(C)CN(C[C@@H](OP(=O)(O)O)[C@H](Cc1ccccc1)NC(=O)O[C@@H]1CCOC1)S(=O)(=O)c1ccc(N)cc1	/	/	/	/	-7%	7%	2%
COc1ccc(N(CC(=O)N2CCN(Cc3ccc4c(c3)OCO4)CC2)S(C)(=O)=O)cc1OC	5%	-5	0%	9	/	-24%	2%
O=C(NCCCNC(=O)c1ccccn1)c1cccc(F)c1	97%[activator]	-1	-2%	-14	5%	37%[activator]	0%
CC(C)Oc1ccc(C(CC(=O)N(C)CCC#N)c2ccc(F)cc2)cc1 (centres undefined)	2%[2.32 µM]	1	3%	5	6%	-10%	1%
CCn1nnnc1SCC(=O)NCc1cccs1	15%	0	-1%	31	1%	7%	-3%
The results go on.
SMILES	AMA1-RON2 inh	Cycloheximide cs	LmPK inh	Shiga inhibitor	Pf growth 96h	Pf growth 48h	Tb PYK inh
CCOC(=O)c1ccc(NC(=O)N2CCc3ccccc32)cc1	-2%	29*	?	58*	/	64%[activator]	-12%
CCS(=O)(=O)c1ncc(Cl)c(C(=O)Nc2ccc(S(=O)(=O)N3CCC(C)CC3)cc2)n1	-14%	-1	3%	-13	64%[activator]	15%	-9%
CCCn1c(N)c(N(CCOC)C(=O)CSCC(=O)Nc2ccc(OC)cc2)c(=O)[nH]c1=O	6%	/	/	/	-34%	2%	0%
CCCn1c(N)c(C(=O)CSc2ncnc3sccc23)c(=O)n(C)c1=O	-10%	/	/	/	?	?	-18%
O=C(Nc1ccc(C(=O)O)cc1)/C(=C\c1ccc([N+](=O)[O-])cc1)NC(=O)c1ccc(Br)cc1	-10%	-1	6%	-3	19%	1%	-5%
CCOC(=O)c1cnc2nc(C)[nH]n2c1=O	-2%	-3	-15%	-5	48%[activator]	6%	-4%
O=C1C(=Cc2ccco2)C(=O)c2ccccc21	2%	37*	?	14	17µM*	3%	-14%
Cc1cc(C)nc(Nc2nc(C)c3cc4c(cc3n2)OCO4)n1	6%	1	0%	-13	/	-25%	-3%
c1ccc(-n2nc3c(ccc4cnnc43)[nH]2)cc1	-6%	43*	-6%	83*	-8%	52%[activator]	-2%
CCN(CCCNC(=O)Cn1cc2c(n1)CCCC2)c1cccc(C)c1	-11%	-1	1%	1	13µM*	-13%	-2%
CS(=O)(=O)N1CCC(C(=O)Nc2ccc(F)cc2)CC1	-4%	1	1%	-5	?	6%	0%
COc1ccccc1-c1oc2ccccc2c1C#CC1(N)CCCCC1	-23%	/	/	/	3.3µM*	8.3µM*	-11%
CSCCC(N=Cc1c(O)n(-c2ccc(F)cc2)c(=O)[nH]c1=O)C(=O)OC(C)(C)C (centres undefined)	0%	6	5%	3	1%	/	-5%
O=C(O)C1=C(C(=O)N2CCN(C(=O)c3ccco3)CC2)CCCC1	-6%	1	-1%	5	59%[activator]	14%	5%
FC(F)(F)c1ccccc1N1CC1c1ccncc1 (centres undefined)	2%	-3	-1%	-2	2%	/	6%
Cc1cc(OCCOCCN(C)CCO)cc(C)c1Cl	-16%	14	-5%	-6	?	?	-8%
O=c1[nH]c(C2CCN(S(=O)(=O)c3cccc(Cl)c3)CC2)nc2c1nnn2Cc1ccccc1	-12%	-7	7%	10	21%	?	5%
COc1ccc(NS(=O)(=O)c2cn(C)cn2)c(OC)c1	0%	0	-1%	3	9%	15%	2%
CCC(C)[C@H](NS(=O)(=O)c1ccc(C)cc1)C(=O)N1CCC(C(=O)N[C@@H](Cc2ccccc2)C(=O)O)CC1 (some centres undefined)	6%	7	1%	1	9%	14%	2%
COc1ccccc1NC(=O)Oc1ccc(NC(=O)c2ccco2)cc1	-12%	-3	-19%	25	19%	20%	-1%
O=c1c2ccccc2n2c(-c3cccc(F)c3)nnc2n1Cc1ccccc1	-9%	-1	-1%	-24	-21%	7%	2%&-11%
COc1ccc(NC(=O)c2ccco2)cc1NC(=O)c1cc2ccccc2o1	12%	-8	-5%	-3	?	11%	5%

Compounds were not picked by outcome; any-hit rate near 21%.
